Pf growth 96h = P. falciparum growth inhibition at 96 hour, primary screen for plastid delayed-death inhibitors. P. falciparum luciferase reporter growth, 96 h. actives 6.9% (n = 320,000). Potency, µM (series often up to 28.7 µM), for inactives: top-dose activity change, negative = inhibition, actives largely listed as inhibitors; further: potency means the concentration at half of the fitted maximal effect; on the % scale 0 is the no-effect control and ±100 the full control effect
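Two-generation exposure (96 h) targets delayed-death phenotype. Reporter parasites carrying integrated firefly luciferase, in red cells at 2% hematocrit and 0.05% parasitemia final, kept at 37 C, 5% CO2; luminescence loss indicates inhibition.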
Shiga inhibitor = Shiga toxin inhibition; Vero cells, Shiga toxin protein synthesis inhibition reporter; inhibition, % at 38.7 µM; actives 9.2% (n = 290,000); in the data active means inhibition mostly above about 28%, no sharp cut-off; inactive means mostly below about 43%; further: 0% is about no effect
LmPK inh = LmPK (Leishmania mexicana) enzyme inhibition. Q27686. purified LmPK, Kinase-Glo ATP luminescence, 1 h. Potency, µM (highest dose often 57.5 µM), for inactives: at the top dose activity change, negative = inhibition, actives largely listed as inhibitors. actives 0.37% (n = 290,000); further: potency means the concentration at half of the fitted maximal effect; on the % scale 0 is the no-effect control and ±100 the full control effect
Target sequence (Q27686 whole entry, looked up): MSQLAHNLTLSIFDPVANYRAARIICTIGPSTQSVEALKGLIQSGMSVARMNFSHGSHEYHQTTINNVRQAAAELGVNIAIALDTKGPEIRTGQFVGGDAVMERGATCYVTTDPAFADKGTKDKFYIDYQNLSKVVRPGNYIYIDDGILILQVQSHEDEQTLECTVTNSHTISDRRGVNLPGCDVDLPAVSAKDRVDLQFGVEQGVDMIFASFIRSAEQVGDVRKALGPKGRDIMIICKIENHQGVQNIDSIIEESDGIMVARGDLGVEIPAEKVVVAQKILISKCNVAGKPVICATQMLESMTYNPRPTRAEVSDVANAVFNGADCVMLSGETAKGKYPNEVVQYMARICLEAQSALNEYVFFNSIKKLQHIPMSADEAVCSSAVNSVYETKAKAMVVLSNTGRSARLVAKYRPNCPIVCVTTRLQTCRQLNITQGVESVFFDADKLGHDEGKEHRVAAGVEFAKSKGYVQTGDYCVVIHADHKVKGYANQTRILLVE
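Purified LmPK (0.1 nM) with 0.5 mM PEP and 0.1 mM ADP in imidazole buffer pH 7.2 with MgCl2/KCl, 1 h at room temperature. ATP formed was read by luciferase luminescence and normalized to no-enzyme and uninhibited controls.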
AMA1-RON2 inh = inhibitors of Plasmodium falciparum AMA1-RON2 interaction | AID 720542 | actives 0.2% (n = 360,000) | Potency, µM (series often up to 58.2 µM), for inactives: at the highest dose activity change, negative = inhibition, usual class: inhibitors | AlphaScreen AMA1-biotinylated RON2 peptide binding;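 further: potency means the concentration at half of the fitted maximal effect; 0% = vehicle wells and -100% = peptide control; nearly all actives have a fitted effect of over 45% in size; some results filed as inactive show a strong effect at the top dose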
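AMA1 (3D7) with his tag at 25 nM final met compounds first, then biotinylated RON2 peptide at 25 nM; detection used donor plus acceptor beads, 10 µg/mL apiece, read by AlphaScreen after 30 min at room temperature.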
CHX counter = affects cycloheximide protein synthesis inhibition readout, counter-screen. AID 2314. cell reporter, cycloheximide protein synthesis inhibition counterscreen. max response, %. actives 12% (n = 300,000); in the data active means max response mostly above about 13%, no sharp cut-off; inactive means mostly below about 14%; further: read at 38.3 µM for the half of the compounds with a filed dose; 0% is about no effect
TbPYK inhibitor = blocks Trypanosoma brucei pyruvate kinase; AID 624173; Potency, µM (titrated, usually from 76.8 µM), inactives show top-dose activity, negative = inhibition, most hits filed as inhibitors; actives 0.12% (n = 410,000); Q57TT1; TbPYK enzyme, Kinase-Glo Plus ATP luminescence, 45 min; further: potency means the concentration at half of the fitted maximal effect; on the % scale 0 is the no-effect control and ±100 the full control effect; nearly all actives have a fitted effect of over 50% in size
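T. brucei PYK with substrate was exposed to pin-transferred compounds across a concentration series, then started with 130 uM ADP (final). After 45 min at room temperature, Kinase-Glo Plus luminescence was read, normalized and curve-fitted.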
Pf growth 48h = P. falciparum growth inhibition at 48 hours (one generation); P. falciparum luciferase growth in erythrocytes, 48 h; Potency, µM (titrated, usually from 28.7 µM), without a hit: at the highest dose activity change, negative = inhibition, most hits filed as inhibitors; actives 5.9% (n = 310,000); AID 504832; further: potency means the concentration at half of the fitted maximal effect; on the % scale 0 is the no-effect control and ±100 the full control effect
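Parasite viability was followed by luminescence of a genomically integrated firefly luciferase. Cultures held 0.1% parasitemia at 2% hematocrit (final), incubated under 5% CO2 at 37 C.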
* = called active by the depositor; ? = inconclusive; · = no result given; [ ] = remark or other dose. Unless noted, the call rests on the fitted dose curve; in most records, active means well fitted curve in the direction sought with a large enough effect; inconclusive means small, poorly fitted or top-dose-only effect, or another doubt; inactive means no such curve, though single readings can be large; an effect the other way counts as inactive or inconclusive.

Start of the data: the first 12 records (preview)
#	SMILES	Pf growth 96h	Shiga inhibitor	LmPK inh	AMA1-RON2 inh	CHX counter	TbPYK inhibitor	Pf growth 48h
1	CC(Sc1nnc(-c2cccnc2)o1)C(=O)NC1CCCCC1 (centres undefined)	-28%	·	·	1%	·	0%	-20%
2	C=Cc1ccc(Cn2c(=O)n(C)c(=O)c3sccc32)cc1	?	1	-2%	-9%	-4	0%	1%
3	COc1ccc(Br)cc1CN(C)C(=O)CNC(=O)c1ccc2ccccc2c1	?	13	6%	-12%	-4	-4%	-14%
4	COC(CN(C)C(=O)C1CCC(CNS(=O)(=O)c2ccc(C)cc2)CC1)OC (centres undefined)	7%	-1	3%	-5%	-2	-1%	-4%
5	CN(Cc1ccccc1)CC(O)COc1ccc(CNCc2cccnc2)cc1 (centres undefined)	8.3µM*	-6	-5%	13%	-1	-11%	9.3µM*
6	CN1CCN(c2ncnc3ccc(Br)cc23)CC1	7%	-7	3%	-1%	-5	4%	14%
7	COc1ccc(CNC(=O)/C=C/c2ccco2)cc1OC	0%	-12	-2%	-4%	0	-12%	27%
8	COc1ccc(C)cc1NCc1ccc(OC)c(C)c1OC	0%	9	-7%	28µM*	4	-5%	?
9	CC(C)CN(C(=O)CCNC(=O)c1ccccc1Cl)C1CCS(=O)(=O)C1 (centres undefined)	13%	·	·	0%	·	-1%	28%
10	CCCSc1nc(O)c(CC)c(=O)n1C(C)CC (centres undefined)	·	-3	-2%	14%	-3	0%	7%
11	Cn1nc(C(=O)NC2=NCCS2)ccc1=O	7%	50	0%	10%	-2	-4%	·
12	CC1(C)Cc2c(sc3c2C(=O)N(c2ccccc2)C2=NCCN23)CS1	23%	-26	4%	-8%	-1	9%	-11%

This part in full, from the first entry:
#	SMILES	Pf growth 96h	Shiga inhibitor	LmPK inh	AMA1-RON2 inh	CHX counter	TbPYK inhibitor	Pf growth 48h
1	CC(Sc1nnc(-c2cccnc2)o1)C(=O)NC1CCCCC1 (centres undefined)	-28%	·	·	1%	·	0%	-20%
2	C=Cc1ccc(Cn2c(=O)n(C)c(=O)c3sccc32)cc1	?	1	-2%	-9%	-4	0%	1%
3	COc1ccc(Br)cc1CN(C)C(=O)CNC(=O)c1ccc2ccccc2c1	?	13	6%	-12%	-4	-4%	-14%
4	COC(CN(C)C(=O)C1CCC(CNS(=O)(=O)c2ccc(C)cc2)CC1)OC (centres undefined)	7%	-1	3%	-5%	-2	-1%	-4%
5	CN(Cc1ccccc1)CC(O)COc1ccc(CNCc2cccnc2)cc1 (centres undefined)	8.3µM*	-6	-5%	13%	-1	-11%	9.3µM*
6	CN1CCN(c2ncnc3ccc(Br)cc23)CC1	7%	-7	3%	-1%	-5	4%	14%
7	COc1ccc(CNC(=O)/C=C/c2ccco2)cc1OC	0%	-12	-2%	-4%	0	-12%	27%
8	COc1ccc(C)cc1NCc1ccc(OC)c(C)c1OC	0%	9	-7%	28µM*	4	-5%	?
9	CC(C)CN(C(=O)CCNC(=O)c1ccccc1Cl)C1CCS(=O)(=O)C1 (centres undefined)	13%	·	·	0%	·	-1%	28%
10	CCCSc1nc(O)c(CC)c(=O)n1C(C)CC (centres undefined)	·	-3	-2%	14%	-3	0%	7%
11	Cn1nc(C(=O)NC2=NCCS2)ccc1=O	7%	50	0%	10%	-2	-4%	·
12	CC1(C)Cc2c(sc3c2C(=O)N(c2ccccc2)C2=NCCN23)CS1	23%	-26	4%	-8%	-1	9%	-11%
13	CCn1c(SCC(=O)NC2CCCC2)nc2c1c(=O)n(C)c(=O)n2C	31%[activator]	21	-5%	13%	1	-4%	12%
14	O=C(Nc1ccc(F)cc1)c1ccc(S(=O)(=O)N2CCOCC2)o1	98%[activator]	-4	-11%	-2%	1	5%	47%[activator]
15	CCCCC(=O)Nc1cccc(C(=O)Nc2ccccc2C(=O)O)c1	3%	25	-11%	3%	6	2%	3%
16	O=C(/C=C/c1ccccc1)NNc1ccc(Cl)cc1	5%	31	3%	-23%	9	2%	?
17	O=C(CSc1nnc(-c2ccccc2Cl)o1)N1CCOCC1	-3%	93*	1%	-13%	36*	-9%	155%[activator]
18	COc1ccc(CN2CCNC(=O)C2CC(=O)NC2CCCC2)c(OC)c1 (centres undefined)	-11%	-5	11%	24%	-2	-1%	?
19	COc1ccc(OC(=O)c2ccc(Cl)cc2)c(C(C)=O)c1	37%[activator]	21	3%	4%	44	-3%	147%[activator]
20	CCC(CNc1cc(OC)cc2cccnc12)NC1CCCCC1 (centres undefined)	?	-20	-2%	53%[activator]	-12	-5%	?
21	C/C(=N\Nc1nc(C)cc(-c2ccccc2)n1)c1ccc(C)o1	1µM*	7	-2%	77%[activator]	8	4%	13µM*
22	CC1(C)Cc2c(sc3ncn4nnnc4c23)CO1	-2%	-21	0%	·	-3	·	4%
23	CC(Oc1ccc(-c2ccccc2)cc1)C(=O)N/N=C/c1cccnc1 (centres undefined)	56%[activator]	-11	-5%	11%	-1	3%	?
24	O=C1c2cccc3cccc(c23)C(=O)N1CCCN1CCN(c2ccc(F)cc2)CC1	25%	18	1%	?	-2	-6%	-13%

3 structures from above, ordered by molar mass, highest first:
#	SMILES	Pf growth 96h	Shiga inhibitor	LmPK inh	AMA1-RON2 inh	CHX counter	TbPYK inhibitor	Pf growth 48h
23	CC(Oc1ccc(-c2ccccc2)cc1)C(=O)N/N=C/c1cccnc1 (centres undefined)	56%[activator]	-11	-5%	11%	-1	3%	?
17	O=C(CSc1nnc(-c2ccccc2Cl)o1)N1CCOCC1	-3%	93*	1%	-13%	36*	-9%	155%[activator]
16	O=C(/C=C/c1ccccc1)NNc1ccc(Cl)cc1	5%	31	3%	-23%	9	2%	?

(cont.)
#	SMILES	Pf growth 96h	Shiga inhibitor	LmPK inh	AMA1-RON2 inh	CHX counter	TbPYK inhibitor	Pf growth 48h
25	CCC1(C)Cc2ccccc2/C(=C/C(=O)N2CCCCC2)N1 (centres undefined)	18%	-3	2%	-2%	-3	3%	?
26	O=C(COC(=O)/C=C/c1cccc(Br)c1)NCCc1ccccc1	5%	·	·	-7%	·	5%	5%
27	CCCCC(=O)Nc1cccc(-c2nc3ncccc3o2)c1	12µM*	33	-6%	-2%	7	-2%	?
28	Clc1ccc(Br)cc1-c1nc(-c2ccncc2)no1	32%[activator]	9	0%	-10%	8	2%	6%
29	COc1ccc(-c2cc(C(=O)N(C)Cc3ccccc3F)c3ccccc3n2)cc1OC	-10%	-17	-8%	20%	-1	0%	26%
30	S=c1[nH]ncn1/N=C/c1cccs1	23%	-7	-11%	-5%	-2	-13%	?
31	CCCS(=O)(=O)c1c(S(=O)(=O)CCC)c2c(N)cccn2c1C(=O)c1ccc(OC)cc1	-1%	-5	0%	24%	1	-10%	?
32	CCOC(=O)CNC(=O)Nc1nnc(-c2ccc(OCC)cc2)o1	?	14	1%	63%[activator]	21	4%	-3%
33	COc1ccccc1-c1nn2c(=O)cc(C)nc2s1	·	26	-11%	6%	7	0%	48%[activator]
34	O=C(C1CCCN(c2ncnc3c2nc2n3CCCCC2)C1)N1CCN(c2ccc(F)cc2)CC1 (centres undefined)	?	-13	6%	-2%	-4	-10%	9.3µM*
35	COC(=O)C(C(=O)OC)c1ccccc1[N+](=O)[O-]	·	8	-10%	16%	-4	-1%	-1%
36	COc1cccc(C(=O)NC(=S)Nc2ccc(Cl)c(C(=O)O)c2)c1	141%[activator]	28	-2%	-2%	6	-2%	132%[activator]
37	CCC(=O)Nc1ccc(-c2cc(-c3ccccc3)nc(-c3ccc(NC(=O)CC)cc3)n2)cc1	13µM*	9	1%	9%	-1	3%	?
38	CC1(C)CC(=O)c2cnc(NC(=O)c3ccco3)nc2C1	89%[activator]	84*	-3%	5%	20	6%	-5%
39	Cc1ccc(NC(=O)CN(C)CC(=O)Nc2ccccc2C(=O)Nc2ccccc2)cc1	?	-10	2%	7%	-3	-3%	?
40	CC(=O)NC(=S)Nc1ccc(S(=O)(=O)Nc2nc(C)cc(C)n2)cc1	?	-14	-4%	-8%	-1	1%	0%
41	Cc1ccc(S(=O)(=O)N2CCCCC2)cc1NC(=O)C1CC(=O)N(c2ccc3c(c2)OCCO3)C1 (centres undefined)	?	·	·	-14%	·	-5%	?
42	NC(=O)[C@@H]1CCNc2c(I)cc([N+](=O)[O-])cc2C(=O)N[C@@H](CCC(=O)O)C(=O)N[C@@H](CO)C(=O)N1	-9%	17	7%	12%	-3	1%	34%[activator]
43	Cc1ccc(C(=O)O/N=C2\CCCc3ccccc32)cc1	47%[activator]	62*	?	19%	18*	·	333%[activator]
44	O=C(NNC(=O)c1sc2cccc(Cl)c2c1Cl)Nc1ccccc1	-24%	33	0%	6%	-4	-2%	-6%
45	Cc1cc(NS(=O)(=O)N(C)C)ccc1C(C)C	·	-4	6%	49%[activator]	-2	-6%	27%
46	Cn1c(=O)[nH]c(=O)c2c1nc(Br)n2CC(O)COc1ccc(Cl)cc1 (centres undefined)	-41%[1.15 µM]	-7	-4%	2%	-8	7%	-5%
47	CCOC(=O)c1nc2ccccc2c(=O)n1-c1ccc(C)cc1C	?	1	5%	3%[11.6 µM]	4	-2%	?
48	CCOc1cc(N2CCOCC2)c(OCC)cc1NC(=O)c1nc2nccc(C)n2n1	?	-6	0%	·	-2	·	?
49	Cn1nnc(C(O)CNCc2cccs2)n1 (centres undefined)	10%[5.75 µM]	-9	-4%	27%	-2	-4%	?
50	CCc1c(C)sc(NC(=S)Nc2cccnc2)c1C(=O)OC	10%	22*	6%	75%[activator]	-2	1%	28%
51	Cc1cccc(NC(=O)CNC(=O)c2ccccc2Cl)n1	80%[activator]	14	-4%	-9%	1	-2%	50%[activator]
52	O=C(NNC1=NS(=O)(=O)c2ccccc21)C1CC(=O)N(c2ccccc2)C1 (centres undefined)	-1%	-5	1%	-19%	-3	4%	7%
53	COc1ccc(/C=N/n2cnc3c([nH]c4ccccc43)c2=O)cc1CO	15%	10	3%	-8%	2	-27%	13%
54	CCOc1cccc2sc(N(CCN(C)C)C(=O)c3ccc4ccccc4c3)nc12	-15%	-10	-4%	2%	-1	-1%	-8%
55	Cc1cc(C)cc(Oc2nc(-c3ccccc3)cc(C)c2S(C)(=O)=O)c1	?	-17	5%	11%	1	-4%	·
56	CN1CCC(=O)N([C@H](CO)c2ccccc2)CC1	54%[activator]	15	0%	-3%	18*	-5%	11%

Screens from PubChem BioAssay.
